High-throughput results deposited in PubChem BioAssay by The Scripps Research Institute Molecular Screening Center.
TAAR1 agonist = human TAAR1 agonism; Q96RJ0; CHO RD-HGA16 TAAR1, Fluo-8 calcium fluorescence; vehicle wells 0%, saturating PEA agonist 100%; activation, % at 3 µM; 360,000 compounds, 0.99% hits; AID 624467;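 active = activation above the mean activation of all test compounds in the run plus 3 SD, cut at about 38% in these data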
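Assay system: CHO-derived RD-HGA16 cells with stable Gα16 and human TAAR1; timing: 17-24 h seeding, 75 min 37 °C dye, 30 min RT; read-out: % activation from peak over basal fluorescence ratio, DMSO-to-PEA scaled; measured by: kinetic Fluo-8 calcium fluorescence; benchmarks: low control DMSO, high control PEA (EC100); doses: 3 µM single concentration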
CHRM5 antagonist = CHRM5 antagonism in calcium assay. CHO-hM5 cells, Fluo-8 calcium fluorescence, ACh EC80. 360,000 compounds, 0.59% hits. inhibition, % at 3 µM. P08912;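 active = inhibition above a per-plate cutoff, the mean of that plate's test compounds plus 3 SD, cut at about 27% in these data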;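 note: 0% = acetylcholine EC80 with DMSO and 100% = DMSO without agonist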
CHRM1 antagonist = human CHRM1 antagonism; CHO-K1 hM1, Fluo-8 calcium fluorescence, ACh EC80 antagonist; inhibition, % at 3 µM; 360,000 compounds, 1.3% hits;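 active = percent inhibition above its own plate's cutoff, namely the mean of that plate's compound wells plus 3 SD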;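 note: peak over basal fluorescence ratio during 140 s after agonist addition; 0% = ACh EC80 plus DMSO and 100% = DMSO alone without agonist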
Target sequence (P11229 whole entry, looked up): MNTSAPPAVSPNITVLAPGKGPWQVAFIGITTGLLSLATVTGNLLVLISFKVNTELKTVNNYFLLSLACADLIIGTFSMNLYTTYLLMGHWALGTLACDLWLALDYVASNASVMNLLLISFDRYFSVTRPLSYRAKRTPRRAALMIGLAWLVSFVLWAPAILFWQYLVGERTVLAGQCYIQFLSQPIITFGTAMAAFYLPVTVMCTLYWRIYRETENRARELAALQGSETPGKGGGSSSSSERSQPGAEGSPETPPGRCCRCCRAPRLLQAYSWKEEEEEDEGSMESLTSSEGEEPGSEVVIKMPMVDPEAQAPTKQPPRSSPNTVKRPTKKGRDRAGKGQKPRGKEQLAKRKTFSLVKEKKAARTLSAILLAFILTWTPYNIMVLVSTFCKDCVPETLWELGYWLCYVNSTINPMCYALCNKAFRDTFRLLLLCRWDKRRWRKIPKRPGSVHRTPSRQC
CHRM4 antagonist = CHRM4 antagonism in calcium assay | P08173 | CHO-hM4 cells, ACh EC80, Fluo-8 calcium fluorescence | inhibition, % at 3 µM | 360,000 compounds, 0.73% hits | AID 624125;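 active = inhibition above its plate's cutoff, the mean inhibition of sample wells plus 3 SD, cut at about 27% in these data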;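 note: 0% = acetylcholine EC80 with DMSO and 100% = DMSO without agonist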
Target sequence (P08173 whole entry, looked up): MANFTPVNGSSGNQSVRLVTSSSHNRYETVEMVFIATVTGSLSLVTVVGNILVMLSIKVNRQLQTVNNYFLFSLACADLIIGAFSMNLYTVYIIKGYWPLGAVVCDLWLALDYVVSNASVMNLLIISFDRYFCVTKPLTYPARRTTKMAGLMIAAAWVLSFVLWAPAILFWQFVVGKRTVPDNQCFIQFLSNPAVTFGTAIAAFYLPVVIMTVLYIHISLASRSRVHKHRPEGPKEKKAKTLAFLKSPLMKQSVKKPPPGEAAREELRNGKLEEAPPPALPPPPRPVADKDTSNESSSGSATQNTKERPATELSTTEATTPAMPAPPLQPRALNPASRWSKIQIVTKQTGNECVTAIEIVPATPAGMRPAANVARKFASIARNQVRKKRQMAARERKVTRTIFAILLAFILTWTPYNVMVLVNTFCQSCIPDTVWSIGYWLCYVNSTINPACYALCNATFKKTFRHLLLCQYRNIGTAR
M1 ag = agonists of human M1 muscarinic receptor; 360,000 compounds, 0.33% hits; P11229; activation, % at 3 µM; CHO-K1 hM1, Fluo-8 calcium fluorescence, agonist mode; 0% DMSO, 100% acetylcholine EC100;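 active = activation above the run's mean compound activation plus 3 SD, cut at about 16% in these data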;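 note: peak over basal fluorescence ratio within a 140 s kinetic read after compound addition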
M1 PAM = positive allosteric modulators of human M1 muscarinic receptor. P11229. CHO-K1 hM1, Fluo-8 calcium fluorescence, ACh EC20; 0% = ACh EC20, 100% = maximal ACh. activation, % at 3 µM. 360,000 compounds, 0.088% hits. AID 588819; in the data active = activation above about 19%, passing the limit was not always enough
M5 ag = CHRM5 agonism in calcium assay. P08912. CHO-K1 hM5 cells, Fluo-8 calcium fluorescence; 0% DMSO wells, 100% maximal acetylcholine response. activation, % at 3 µM. 360,000 compounds, 0.19% hits;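 active = activation above the run's mean over test compounds plus 3 SD, cut at about 23% in these data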;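 note: signal is peak over basal fluorescence ratio across the kinetic read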
CHRM5 PAM = CHRM5 positive allosteric modulation; CHO-K1 hM5, Fluo-8 calcium, ACh EC20 PAM; 0% = ACh EC20, 100% = ACh EC100; AID 624038; 360,000 compounds, 0.3% hits; activation, % at 3 µM; P08912;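 active = activation above the run cutoff, the mean activation of all test compounds plus 3 SD, cut at about 18% in these data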
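Replicates: One well per compound, no replicates | System: Human M5 receptor in CHO-K1 cells | Benchmarks: Low control EC20 acetylcholine (0%), high control EC100 acetylcholine (100%) | Probe or stimulus: Acetylcholine, EC20 level | Times: Fluo-8 loading 80 min at 37 °C plus 30 min room temperature | Signal: Intracellular calcium via Fluo-8 fluorescence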
M4 ag = agonists of human muscarinic M4 receptor (CHRM4); activation, % at 3 µM; AID 624127; CHO-K1 hM4/Gqi5, Fluo-8 calcium fluorescence; vehicle 0%, full acetylcholine response 100%; 360,000 compounds, 0.14% hits; P08173;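 active = activation above the run mean over all test wells plus 3 SD, cut at about 32% in these data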;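 note: peak over basal fluorescence ratio per well then scaled between controls; 0% = DMSO wells and 100% = acetylcholine at EC100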
Starred values were filed as active, the others as inactive; · = no result given. This is a subset; rates above refer to the full screens.

No.	SMILES	TAAR1 agonist	CHRM5 antagonist	CHRM1 antagonist	CHRM4 antagonist	M1 ag
1	CCC(Sc1ccccn1)C(=O)Nc1nnc(C)s1 (stereo unspecified)	11	-15	-15	-11	3
2	COC(=O)Cn1c(=NC(=O)c2ccc(S(=O)(=O)N3CCOCC3)cc2)sc2cc(S(N)(=O)=O)ccc21	5	10	1	-5	-2
3	C=CCOc1ccc2oc(=O)cc(C)c2c1	20	-5	-5	-8	-6
4	CCN(CC)C(=O)CSc1nc2ccc(NC(=O)CSc3nnc(COc4ccccc4C)n3C)cc2s1	17	19	13	10	1
5	NC(=O)C1(N2CCCCC2)CCN(C(=O)c2ccc(C#Cc3ccccc3)o2)CC1	17	8	-7	-1	2
6	Cc1cc(COc2ccccc2O)on1	6	4	1	19	-1
7	Cc1cccc(C(=O)Nc2ccnc(-c3ccncc3)n2)c1	7	0	-12	0	1
8	CCc1ccc2[nH]c(=O)c(CN(CCCN3CCOCC3)C(=O)Nc3ccc(Cl)cc3)cc2c1	8	-1	1	-4	-4

No.	M1 PAM	M5 ag	CHRM5 PAM	M4 ag
1	12	2	10	1
2	2	-2	-2	3
3	2	-2	0	0
4	-6	1	-17	15
5	-9	4	-13	7
6	1	-2	-5	0
7	11	3	15	5
8	2	0	-2	4

Carrying on.
No.	SMILES	TAAR1 agonist	CHRM5 antagonist	CHRM1 antagonist	CHRM4 antagonist	M1 ag
9	O=C(Nc1ccccn1)c1ccc(C(=O)Nc2ccccn2)cc1	·	-3	-11	-2	-2
10	O=C(OCc1ccccc1)C1=NNC2C(=O)N(c3ccc(Br)cc3)C(=O)C12 (stereo unspecified)	6	11	-23	1	0
11	O=C(CNC(=O)c1cccs1)OCC(=O)c1ccc(Br)cc1	7	-1	-7	-1	-10
12	COC(=O)C1=C(C)N(CCCC(=O)O)C(=O)NC1c1cccc2ccccc12 (stereo unspecified)	1	3	3	-3	-3
13	O=C(N/N=C/c1ccc(OCCCF)cc1)c1cc(OCC(F)(F)F)ccc1OCC(F)(F)F	9	-2	-9	3	-5
14	Cc1cc(=O)oc(C)c1C(=O)NCC1COc2ccccc2O1 (stereo unspecified)	40*	3	-7	-11	-5
15	O=C(Nc1ccc(F)cc1)NC1(C(=O)NCc2ccc3c(c2)OCO3)CCCCC1	8	-1	-13	3	1
16	CCOc1ccc(S(=O)(=O)NCc2ccccc2OC)cc1	3	3	11	-16	1

No.	M1 PAM	M5 ag	CHRM5 PAM	M4 ag
9	5	5	-2	2
10	10	-2	1	2
11	7	-1	2	0
12	1	3	2	0
13	1	-7	3	-1
14	7	-3	-6	0
15	11	2	3	1
16	4	6	-2	8

13 compounds out of the list, ordered by formula weight, smallest number first:
No.	SMILES	TAAR1 agonist	CHRM5 antagonist	CHRM1 antagonist	CHRM4 antagonist	M1 ag
6	Cc1cc(COc2ccccc2O)on1	6	4	1	19	-1
3	C=CCOc1ccc2oc(=O)cc(C)c2c1	20	-5	-5	-8	-6
7	Cc1cccc(C(=O)Nc2ccnc(-c3ccncc3)n2)c1	7	0	-12	0	1
1	CCC(Sc1ccccn1)C(=O)Nc1nnc(C)s1 (stereo unspecified)	11	-15	-15	-11	3
14	Cc1cc(=O)oc(C)c1C(=O)NCC1COc2ccccc2O1 (stereo unspecified)	40*	3	-7	-11	-5
9	O=C(Nc1ccccn1)c1ccc(C(=O)Nc2ccccn2)cc1	·	-3	-11	-2	-2
16	CCOc1ccc(S(=O)(=O)NCc2ccccc2OC)cc1	3	3	11	-16	1
12	COC(=O)C1=C(C)N(CCCC(=O)O)C(=O)NC1c1cccc2ccccc12 (stereo unspecified)	1	3	3	-3	-3
15	O=C(Nc1ccc(F)cc1)NC1(C(=O)NCc2ccc3c(c2)OCO3)CCCCC1	8	-1	-13	3	1
10	O=C(OCc1ccccc1)C1=NNC2C(=O)N(c3ccc(Br)cc3)C(=O)C12 (stereo unspecified)	6	11	-23	1	0

No.	M1 PAM	M5 ag	CHRM5 PAM	M4 ag
6	1	-2	-5	0
3	2	-2	0	0
7	11	3	15	5
1	12	2	10	1
14	7	-3	-6	0
9	5	5	-2	2
16	4	6	-2	8
12	1	3	2	0
15	11	2	3	1
10	10	-2	1	2

No.	SMILES	TAAR1 agonist	CHRM5 antagonist	CHRM1 antagonist	CHRM4 antagonist	M1 ag
8	CCc1ccc2[nH]c(=O)c(CN(CCCN3CCOCC3)C(=O)Nc3ccc(Cl)cc3)cc2c1	8	-1	1	-4	-4
13	O=C(N/N=C/c1ccc(OCCCF)cc1)c1cc(OCC(F)(F)F)ccc1OCC(F)(F)F	9	-2	-9	3	-5
4	CCN(CC)C(=O)CSc1nc2ccc(NC(=O)CSc3nnc(COc4ccccc4C)n3C)cc2s1	17	19	13	10	1

No.	M1 PAM	M5 ag	CHRM5 PAM	M4 ag
8	2	0	-2	4
13	1	-7	3	-1
4	-6	1	-17	15

Next entries
No.	SMILES	TAAR1 agonist	CHRM5 antagonist	CHRM1 antagonist	CHRM4 antagonist	M1 ag
17	NC(=O)c1cc([N+](=O)[O-])ccc1NCc1cccc(N)c1	14	9	6	1	2
18	Cc1noc(C)c1COc1ccc(C(=O)OCc2nnc(-c3ccc(Cl)cc3)o2)cc1	12	7	24	12	-2
19	Nc1ccc(N2CCN(CCCCN3C(=O)C4CCCN4C3=O)CC2)cc1 (stereo unspecified)	1	-2	-8	3	-12
20	O=c1[nH]c(C(F)(F)F)nc2c1nnn2Cc1ccccc1F	4	4	-4	0	-4
21	O=C(NC(=S)Nc1cccc(Cl)c1N1CCCC1)c1ccc(-c2cccc([N+](=O)[O-])c2)o1	8	8	3	-8	-2
22	COc1ccc(-c2cc(-c3ccc(Cl)cc3)c(C#N)c(SCC(=O)O)n2)cc1	-2	1	-5	10	-5
23	O=C(/C=C1\C(=O)Nc2ccccc21)/C=C1\C(=O)Nc2ccccc21	34	6	-8	19	0
24	Cc1ccc(Cl)cc1N1CCN(C(=O)Cn2ccc3ccccc3c2=O)CC1	15	19	27	5	0

No.	M1 PAM	M5 ag	CHRM5 PAM	M4 ag
17	9	1	-4	5
18	-8	-1	-19	11
19	9	-3	1	2
20	5	-5	-1	0
21	4	3	-6	1
22	3	2	-3	1
23	7	2	-4	4
24	-17	-2	-33	14

More records.
No.	SMILES	TAAR1 agonist	CHRM5 antagonist	CHRM1 antagonist	CHRM4 antagonist	M1 ag
25	CCOc1ccc(CCN2C(=O)C(=O)N([C@@H](CC(C)C)CN3CCC[C@H]3CN3C(=O)C(=O)NC[C@@H]3CC(C)C)C[C@@H]2Cc2ccc(O)cc2)cc1	-1	-3	·	2	·
26	CCCCCC(=O)Nc1ccc(-c2csc(N)n2)cc1	1	7	-2	-3	-1
27	COc1ccc(Oc2cc(F)nc(N)n2)cc1	10	5	2	2	-4
28	COC(=O)CC1Sc2ccccc2NC1=O (stereo unspecified)	5	-5	-1	8	-3
29	COc1ccc(-n2nc(C(=O)NCC(=O)NCc3cccc(F)c3)c3ccccc3c2=O)cc1Cl	15	-3	1	2	-2
30	C/C(=N\NC(=O)c1ccco1)c1ccc(NC(=O)c2ccccc2)cc1	0	17	-9	5	-5
31	CNc1cccc(-c2c(OC)cccc2OC)n1	2	6	-3	-6	-9
32	Cc1ccc(C(=O)NCC(=O)OCCCn2c(=O)[nH]c3ccccc32)cc1	0	3	-1	8	-4

No.	M1 PAM	M5 ag	CHRM5 PAM	M4 ag
25	·	3	7	0
26	6	5	7	-2
27	7	0	4	1
28	7	1	0	0
29	-5	5	3	4
30	13	-2	-5	0
31	-2	-2	-5	0
32	4	0	0	0

More records:
No.	SMILES	TAAR1 agonist	CHRM5 antagonist	CHRM1 antagonist	CHRM4 antagonist	M1 ag
33	Cc1ccc(S(=O)(=O)/N=S(/c2ccccc2)C(C)C)cc1 (stereo unspecified)	2	12	-1	7	-4
34	CON(C)c1nc(OCCNC(=O)OCc2ccc(Cl)cc2Cl)nc(N(C)C)n1	-1	-5	-3	-7	1
35	CCCCN1C(=O)C(CC(=O)NCCc2ccccn2)CC(C(=O)N(C(C)C)C(C)C)=C1C (stereo unspecified)	42*	2	3	-16	2
36	O=C(Cn1ccc(C(F)(F)F)n1)NNC(=O)c1ccco1	3	2	-1	1	0
37	CC(=O)c1ccc(N2CCN(c3ncc(C(F)(F)F)cc3Cl)CC2)cc1	0	14	4	-1	-2
38	COc1cc(C(=O)Oc2cc(C)[nH]c(=O)c2[N+](=O)[O-])cc(OC)c1OC	0	-5	-5	-5	-1
39	O=C(CSc1ncnc2c1oc1ccccc12)NCc1ccc(F)cc1	3	1	-2	-1	-4
40	O=c1cc(SCc2ccc(Cl)cc2Cl)nc[nH]1	-1	15	-13	1	-3

No.	M1 PAM	M5 ag	CHRM5 PAM	M4 ag
33	4	0	7	0
34	8	-2	-1	0
35	10	0	6	0
36	7	1	0	1
37	-1	0	-14	2
38	2	1	-2	0
39	0	3	0	1
40	8	-2	0	1

Next part
No.	SMILES	TAAR1 agonist	CHRM5 antagonist	CHRM1 antagonist	CHRM4 antagonist	M1 ag
41	CC(C)CCN1C(=O)CSCC1(C)C(=O)NC(C)C (stereo unspecified)	1	-5	·	1	·
42	CC(C)C[C@@H](CN1CCC[C@@H]1CN1C(=S)NC[C@@H]1Cc1ccc(O)cc1)N1C[C@H](Cc2ccc(O)cc2)N(CC2CCCCC2)C1=S	-2	-14	-6	-26	-11
43	Cc1ccc(-c2nnc(Oc3ccc(NC(=O)c4ccccc4)cc3)c3ccccc23)cc1	-1	3	-8	-12	-7
44	O=C(NCCCN1CCCC1)c1ccc(CS(=O)(=O)c2ccc(Cl)cc2)o1	2	-1	0	22	-5
45	NC(=S)NN=C(c1ccccc1)c1ccccc1	21	-2	-14	0	-5
46	Nc1c(C(=O)OCC2CCCO2)c2nc3ccccc3nc2n1C1CCCC1 (stereo unspecified)	6	-5	-2	7	-1
47	Cc1cccc(S(=O)(=O)Nc2nc3ccccc3nc2NCc2ccco2)c1	1	2	-36	-9	0
48	Cc1ccc2oc(C(=O)N3CCC(C(N)=O)(N4CCCCC4)CC3)c(C)c2c1	8	-4	-8	-7	-1

No.	M1 PAM	M5 ag	CHRM5 PAM	M4 ag
41	·	1	8	0
42	-1	-7	0	-1
43	6	0	4	0
44	-2	-4	9	1
45	9	-2	4	1
46	3	2	4	1
47	5	-1	-3	3
48	5	1	0	3

(cont.)
No.	SMILES	TAAR1 agonist	CHRM5 antagonist	CHRM1 antagonist	CHRM4 antagonist	M1 ag
49	Cc1ccccc1C(=O)NC1CCN(Cc2nnnn2C(C)(C)C)CC1	2	-3	4	3	-4
50	O=C(O)CNS(=O)(=O)c1cc(Cl)c(Cl)cc1Cl	0	-6	-16	2	0
51	COc1ccc(-c2cncc3nccn23)cc1OC	0	4	7	1	-1
52	Nc1c([N+](=O)[O-])cc2c3c(cccc13)CC2	-2	5	-13	-3	-1
53	CCn1c(CCCCc2n[nH]c(=S)n2CC)n[nH]c1=S	5	7	13	-3	2
54	O=C(Cn1cc([N+](=O)[O-])cn1)Nc1nccs1	1	11	-12	5	-2

No.	M1 PAM	M5 ag	CHRM5 PAM	M4 ag
49	5	2	6	0
50	12	0	3	1
51	-7	0	2	-1
52	22	-4	-4	1
53	11	0	1	1
54	4	2	-3	1
